# Bioassay records from PubChem.
# Siah-1 displacement: Siah-1 peptide-binding antagonists, primary screen, biochemical, fluorescence polarization, rhodamine-plectin, uHTS (AID 1817); Siah-1 / rhodamine-plectin peptide fluorescence polarization; higher % means a stronger effect; one-dose displacement, % at 20 µM; IC50 in µM for titrated hits; 290,000 compounds, 0.02% hits;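 active = displacement of at least 50% at 20 µM, with a fluorescence ratio check between 0.3 and a set limit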;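 note: plate controls were Siah plus tracer with DMSO for no effect and tracer alone without Siah for full effect; strong numbers were not always called active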
# AID2073: inhibitors of Mint1-CaV2.2 protein interaction, biochemical, HTRF (AID 2073) | HTRF protein-protein interaction, Mint1-CaV2.2; higher % means a stronger effect | 290,000 compounds, 0.19% hits | one-dose inhibition, % at 20 µM; IC50 in µM for titrated hits; in the data active = inhibition mostly above about 51%, no sharp cut-off; inconclusive = no clear call, values can overlap the other calls; inactive = mostly below about 53%; note: some results filed as inactive read as strong as hits
# LYP phosphatase: PTPN22 lymphoid phosphatase activity blockers – biochemical, fluorescence intensity, uHTS (AID 1779); recombinant LYP phosphatase, fluorescence intensity; higher % means a stronger effect; 290,000 compounds, 0.054% hits; inhibition, % at 11.5 µM, or IC50 in µM where a hit was titrated; in the data active = inhibition above about 50%;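 note: plate controls were vehicle with enzyme for no effect and no enzyme for full effect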
# An asterisk follows results filed as active; ? = inconclusive. These rows are one share of the data; rates above refer to the full screens.
SMILES,Siah-1 displacement,AID2073,LYP phosphatase
CC(C)CCNC(=O)c1cn(C)c2ccc(S(=O)(=O)N3CCCC3)cc2c1=O,12%,2%,-5%
Cc1c(C)c2ccc(OCC(=O)N3CCN(C(=O)C4COc5ccccc5O4)CC3)cc2oc1=O (configuration not stated),-2%,3%,-7%
Cc1cccc(S(=O)(=O)Nc2ccncc2)c1,-6%,9%,-7%
O=S(=O)(Nc1ccccc1Cl)c1ccc(NS(=O)(=O)c2cccs2)cc1,-1%,11%,1%
CC(=O)c1ccc(N(CC(=O)NC2CCCC2)C(=O)c2csnn2)cc1,2%,-7%,-8%
CCN(c1ccc(OC)cc1)S(=O)(=O)c1ccc2c(c1)CC(C)N2C(=O)C1CC1 (configuration not stated),0%,4%,-10%
Cc1cccc(/C=N/n2c(C)nc3ccccc3c2=O)c1,2%,-1%,-6%
Cc1cc(OCc2cc(C(=O)N3CCN(CC4CC4)CC3)no2)cc(C)c1Cl,-4%,7%,-13%
CN1CCc2c(OCC(=O)NC3CCCCC3)cccc2C1=O,6%,-4%,-1%
Cc1ccc2[nH]c(C(=O)N3CCOCC3)cc2c1,1%,22%,-6%
COc1c2c(cc3ccc(=O)oc13)CCO2,8%,32%,3%
Cn1c(Cc2ccccc2)nnc1SCC(=O)NC1CC1,0%,4%,-8%
O=C(NCCCCc1ccccc1)c1cccc(Br)c1,3%,12%,-4%
O=C(Nc1nccs1)c1ccc(-c2ccc(F)c(Cl)c2)o1,-1%,6%,-1%
CC(C)Cc1nnc(NC(=O)CN2C(=O)NC3(CCCCC3)C2=O)s1,0%,-4%,-6%
S=c1[nH]nc(COc2ccccc2)n1/N=C/c1ccc(Cl)cc1,-1%,4%,-4%
CCOC(=O)c1cc(C(=O)OCC)c(=O)[nH]c1SCc1ccccc1,-10%,17%,-4%
CCN1C(=O)[C@H]2[C@@H](c3ccc(OC)cc3)N3C(=O)CN(CCOC)C(=O)[C@@]3(C)[C@H]2C1=O,4%,-9%,-4%
CCCCOC(=O)c1ccc(NC(=O)COC(=O)CN2C(=O)NC3(CCCC3)C2=O)cc1,0%,7%,-7%
COc1cc(CNc2ccc(N3CCOCC3)cc2)ccc1OCC(=O)NC(C)(C)C,-1%,-5%,-6%

# Taken from above.
# Result for `COc1c2c(cc3ccc(=O)oc13)CCO2` under AID2073: 32%
# Result for `Cn1c(Cc2ccccc2)nnc1SCC(=O)NC1CC1` under LYP phosphatase: -8%

# Looked up by structure from the entries so far (3):
SMILES,Siah-1 displacement,AID2073,LYP phosphatase
O=C(Nc1nccs1)c1ccc(-c2ccc(F)c(Cl)c2)o1,-1%,6%,-1%
Cc1cc(OCc2cc(C(=O)N3CCN(CC4CC4)CC3)no2)cc(C)c1Cl,-4%,7%,-13%
CN1CCc2c(OCC(=O)NC3CCCCC3)cccc2C1=O,6%,-4%,-1%

# Other records.
SMILES,Siah-1 displacement,AID2073,LYP phosphatase
CCOc1ccc(/C=N/n2c(-c3ccccc3)n[nH]c2=S)cc1,2%,-13%,-1%
CCN(c1ccc(OC)cc1)S(=O)(=O)c1nnc(NC(=O)COc2ccc(F)cc2)s1,-7%,17%,-6%
CCCN(C(=O)CSCC(=O)Nc1cccc(C)c1)c1c(N)n(Cc2ccccc2)c(=O)[nH]c1=O,2%,7%,-7%
COc1cccc(C2Nc3ccccc3C(=O)N2c2ccc(F)cc2)c1O (configuration not stated),5%,8%,0%
COc1ccc(Br)cc1CNC(=O)c1ccc2c(c1)N(C)CCS2,-4%,?,-13%
COC(=O)c1c(NC(=O)c2cccc(N3C(=O)CCC3=O)c2)sc2c1CCN(C(C)=O)C2,0%,3%,-6%
Cc1cnc(NC(=O)CCc2ccccc2)s1,-1%,-1%,-9%
Cc1ccc(C(=O)NCCNC(=O)c2ccccn2)cc1,0%,3%,-7%
O=C(OCC(=O)N1CCOCC1)c1ccccc1O,4%,10%,-1%
Cc1c(C)c2c(OCC(=O)NCC(O)c3ccccc3)cc3c(c2oc1=O)CCC(C)(C)O3 (configuration not stated),5%,40%,-10%
Cc1ccc(CNC(=O)c2ccc(NC(=O)C3=CSCCO3)cc2)cc1,11%,24%,-10%
C=CCN(C(=O)CCS(=O)(=O)c1cccc2nsnc12)c1ccccc1,3%,-15%,-8%
O=C(Nc1nccs1)c1ccc[nH]c1=O,-4%,6%,-9%
CC(=O)NC(c1ccc2ccccc2c1)c1ccc2cccnc2c1O (configuration not stated),-10%,2%,-6%
CC(O)(CS(=O)(=O)Cc1ccccc1)c1ccccc1 (configuration not stated),0%,4%,-14%
CC(C)[C@H]1C(=O)Nc2ccccc2N1C(=O)N[C@@H](Cc1ccccc1)C(=O)N[C@@H](C(=O)O)c1ccccc1,-4%,-2%,-4%
CC(C(=O)Nc1ccc(O)c(C(=O)O)c1)N1C(=O)/C(=C/c2cccs2)SC1=S (configuration not stated),7%,-21%,-5%
Cc1ccc(C)c(Cn2nnc3c(=O)[nH]c(C4CCCN(S(=O)(=O)Cc5ccccc5)C4)nc32)c1 (configuration not stated),-2%,19%,-6%
CC(C)(C)c1ccc(OCCCN2CCCC2)cc1,3%,10%,-4%
Cc1cc(NC(=O)Nc2ccccc2Cl)no1,6%,4%,-3%
O=C([C@H](Cc1ccccc1)N1C(=O)c2ccccc2C1=O)N1CCOCC1,-7%,6%,-9%
CCOc1cc(C(=O)N2CCN(c3ccccn3)CC2)cc(OCC)c1OCC,-1%,7%,-4%
O=C(CN(C(=O)c1csnn1)c1ccc(F)c(Cl)c1)NC1CCCC1,1%,4%,-10%
O=C(NC(=S)Nc1ccccc1Br)C1CCC1,1%,9%,-4%
Cc1cc(C)c(C)c(OCCNCc2ccccc2)c1,0%,9%,-10%
CCOc1ccc(C2(C)CC(=O)N(C)C2=O)cc1 (configuration not stated),1%,3%,-10%
O=C(NC(=S)Nc1ccc2[nH]c(=O)[nH]c2c1)c1ccccc1[N+](=O)[O-],-8%,-2%,-9%
O=C(N[C@@H](Cc1ccc(Br)cc1)C(=O)O)OCC1c2ccccc2-c2ccccc21,0%,18%,-2%
CC(C)OCCCN(C)C1CCN(S(=O)(=O)c2ccc(-c3ccc(=O)[nH]n3)s2)CC1,-4%,1%,-9%
O=[N+]([O-])c1ccc(C(O)CN2CCN(Cc3ccccc3)CC2)cc1 (configuration not stated),2%,0%,-9%
O=C(Nc1nccs1)c1cccnc1,-3%,10%,-6%
CN1c2ccc([N+](=O)[O-])cc2N(C)C1(C)c1ccccc1 (configuration not stated),6%,-17%,0%
O=C(O)CN1C(=O)/C(=C\C(Br)=C\c2ccccc2)SC1=S,-5%,-10%,6%
O=C(CNC(=O)c1ccc(F)cc1)NCc1ccc(Cl)cc1,1%,5%,-3%
N#CCCn1cc(C(=O)O)c(-c2ccc3ccccc3c2)n1,-4%,9%,-4%
Cc1ccc(NC2CCCN(C(=O)CSc3ccncc3)C2)cc1C (configuration not stated),1%,0%,-7%
COc1cc(Cl)ccc1OCc1cc(C(=O)N[C@H]2CCCCNC2=O)no1,2%,1%,-12%
O=C(O)CCc1nc2cc(C(F)(F)F)ccc2n(Cc2ccccc2)c1=O,-4%,9%,0%
COc1ccc(OC)c(S(=O)(=O)Nc2c(C)n(C)n(-c3ccccc3)c2=O)c1,5%,-2%,-13%
CN1CCN(C(=O)C2CCN(S(=O)(=O)c3ccc(F)cc3)CC2)CC1,4%,9%,-4%
O=C(N/N=C/c1ccsc1)c1cc2ccccc2o1,14%,1%,-1%
O=C(N/N=C/c1ccccc1Cl)C1CC1,4%,-4%,-7%
Cc1cc(C)cc(N(C(=O)c2csnn2)C(C(=O)NC2CCCCC2)c2ccncc2)c1 (configuration not stated),-2%,-1%,-8%
Cc1ccc(-c2cnc(-c3ccccc3C(=O)O)o2)cc1,-2%,11%,-13%
CC1CCc2c(sc(NC(=O)c3c([N+](=O)[O-])cnn3C)c2C(N)=O)C1 (configuration not stated),8%,-10%,-8%
Cc1ccc(NC2=CC(=O)CC(C)(C)C2)cc1F,0%,8%,-4%
CCN(C(=O)c1ccco1)c1nnc(-c2cccnc2)s1,1%,-10%,-7%
COc1ccc(CCNC(=O)c2cc3cccc(OC)c3oc2=O)cc1OC,1%,7%,-4%
O=C(C1CCN(S(=O)(=O)c2cc(Cl)ccc2Cl)CC1)N1CCCC1,-5%,11%,-5%
COc1cccc(NC(=O)C2CCN(S(=O)(=O)c3ccc4c(c3)CC(C)N4C(C)=O)CC2)c1 (configuration not stated),0%,?,-13%
O=C(c1cc2nc(-c3ccccc3)cc(C(F)(F)F)n2n1)N1CCN2CCCC2C1 (configuration not stated),0%,36%,-3%
CC(=O)Nc1ccc(N/C=C/C(=O)c2ccc(Br)cc2)cc1,0%,32%,1%
Cc1cc(N2CCN(C(=O)c3cccs3)CC2)c(F)cc1[N+](=O)[O-],-4%,-4%,-7%
COc1ccc(C(=O)Nc2ccc(CN3CCOCC3)cc2)cc1Br,11%,3%,-10%
Cc1ccc(CCC(=O)Nc2ccc(C#N)cc2)o1,2%,2%,-8%
COc1ccc(N(CC(=O)NC2CC3CCC2C3)S(=O)(=O)c2ccc(C)cc2)cc1OC (configuration not stated),-3%,0%,-7%
Cc1nnc2c(NC3CCCCC3)nc3ccccc3n12,-1%,10%,-5%
O=C(c1ccc(NS(=O)(=O)c2cccs2)cc1)N1CCOCC1,10%,-4%,-9%
CCc1ccc(-c2cc(C)no2)cc1S(=O)(=O)Nc1cc(C)on1,5%,13%,-4%
COc1cc(C(=O)NCc2ncccc2C)ccc1OC1CCN(C(C)=O)CC1,3%,2%,-7%

# (more compounds)
SMILES,Siah-1 displacement,AID2073,LYP phosphatase
CSc1ncccc1C(=O)NCc1ccccc1Cl,10%,6%,-5%
Cc1ccc(S(=O)(=O)NC(=NC2CCCCC2)c2ccc(Cl)cc2)cc1,-2%,12%,-2%
COc1ccccc1N1C(=O)c2ccc(C(=O)Nc3ccc(C(=O)O)cc3)cc2C1=O,2%,-8%,-5%
CCCOc1ccc(C(=O)NNC(=S)NC(=O)c2cccs2)cc1,-5%,-11%,0%
Cc1ccc(C(CC(=O)N2CCNCC2)c2ccccc2)c(O)c1C (configuration not stated),-6%,21%,-2%
COC(=O)CCN1CCC(c2cc(-c3cccc(C(F)(F)F)c3)n[nH]2)CC1,-3%,2%,-5%
CC1CCN(C(=O)c2cc(Cl)ccc2NC(=O)c2ccco2)CC1,1%,-1%,-7%
COc1ccc(-c2cn(Cc3ccc([N+](=O)[O-])cc3)nn2)cc1,4%,-2%,-11%
C=CCOc1ccc(-c2nc3c(c(=O)[nH]c(=O)n3Cc3ccccc3)n2CCCOC)cc1,4%,30%,-7%
O=C(c1ccc(OC2CCN(CCc3ccccc3)CC2)cc1)N1CCC[C@H]1CO,28%,74%,-7%
C[C@H](NC(=O)[C@H]1N2C(=O)c3ccccc3C2SC1(C)C)C(=O)NCC1CCCO1 (some centres not stated),-5%,6%,14%
CCn1nc(C(C)C)cc1C(=O)N1CCCC(CO)(Cc2ccc(F)cc2F)C1 (configuration not stated),0%,-2%,-8%
O=C(CC1C(=O)NCCN1CCCc1ccccc1)NCCc1ccccc1Cl (configuration not stated),-6%,0%,-14%
Cc1cc(=O)oc2cc(OCC(=O)NCCCN3CCCC3=O)c(Cl)cc12,-2%,12%,-4%
CN(C)c1nc(-c2ccccc2)c2cc(Cl)ccc2n1,15%,9%,-8%
COc1ccc(C(=O)/C=C2/C(=O)Nc3ccccc32)cc1OC,-2%,-28%,-6%
COc1cc(S(=O)(=O)NCc2ccccc2Cl)ccc1-n1cnnn1,-8%,10%,-6%
Cc1ccc2c(cnn2C(=O)CCC(=O)N2CCCCC2)c1,6%,10%,-11%
COc1ccc(S(=O)(=O)N(CC(=O)NCc2ccncc2)Cc2ccccc2)cc1,11%,8%,-4%
C[C@H](NC(=O)C1CCN(S(=O)(=O)c2ccccc2)CC1)C(=O)NCc1ccccc1,-6%,8%,-10%
Cc1cc(Cl)ccc1OC(C)C(=O)NNC(=O)C1CCCCC1C(=O)O (configuration not stated),3%,-10%,2%
CCc1ccc(NC(=O)CNC(=O)c2nn(-c3ccc(OC)cc3)c(=O)c3ccccc23)cc1,10%,27%,-10%
Cc1ccc(S(=O)(=O)N2CCOC2CNC(=O)C(=O)NCc2ccccn2)cc1 (configuration not stated),2%,4%,4%
O=C(OCC(=O)N1CCN(C(=O)c2ccco2)CC1)c1cccc(O)c1,-2%,7%,-8%
Cn1cc(Br)c(C(=O)Nc2sc3c(c2C(N)=O)CCCC3)n1,-7%,2%,-10%
COc1ccc(S(=O)(=O)NC(C)c2ccccc2)cc1C(=O)N1CCCCC1 (configuration not stated),2%,2%,-8%
CCCNC(=O)COc1coc(CN2CCN(c3ccc(F)cc3)CC2)cc1=O,1%,10%,-3%
Cc1nnsc1C(=O)Nc1ccc(S(=O)(=O)N2CCCCC2)cc1,-1%,12%,-10%
NS(=O)(=O)c1ccc(NC(=O)c2cc(Cl)sc2Cl)cc1,2%,10%,-4%

# Compound profiles, as listed above.
# Results for Cc1c(C)c2c(OCC(=O)NCC(O)c3ccccc3)cc3c(c2oc1=O)CCC(C)(C)O3 (configuration not stated) → Siah-1 displacement: 5%; AID2073: 40%; LYP phosphatase: -10%
# Results for CCCN(C(=O)CSCC(=O)Nc1cccc(C)c1)c1c(N)n(Cc2ccccc2)c(=O)[nH]c1=O → Siah-1 displacement: 2%; AID2073: 7%; LYP phosphatase: -7%
# Results for CCOc1ccc(/C=N/n2c(-c3ccccc3)n[nH]c2=S)cc1 → Siah-1 displacement: 2%; AID2073: -13%; LYP phosphatase: -1%
